Compound activity from PubChem BioAssay.
NR1D1 modulator: modulators of human Rev-erb alpha DNA binding. Rev-erbα–FITC-DNA binding, fluorescence polarization, 90 min. P20393. activity, % at 10 µM. AID 1259318. hit rate 0.79% among 370,000;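 active = activity above about 14%, limit read from the data; passing the limit was not always enough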;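 note: 0% = DMSO wells with 35 nM protein and 100% = DMSO wells with 750 nM protein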
DAX1 inh-1: inhibitors of human orphan nuclear receptor DAX1 (NR0B1); P51843; HEK293 Gal4-DAX1 luciferase reporter, luminescence; inhibition, % at 6.75 µM; hit rate 0.99% among 340,000; AID 504766;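 active = inhibition above the mean over all tested compounds plus 3 SD, cut at about 4.2% in these data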;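 note: 0% = DAX1-transfected cells with DMSO and 100% = empty-vector control cells with DMSO; inhibition shows as a rise in luminescence from relieved DAX1 repression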
Target sequence (P51843 207-470 limits assumed): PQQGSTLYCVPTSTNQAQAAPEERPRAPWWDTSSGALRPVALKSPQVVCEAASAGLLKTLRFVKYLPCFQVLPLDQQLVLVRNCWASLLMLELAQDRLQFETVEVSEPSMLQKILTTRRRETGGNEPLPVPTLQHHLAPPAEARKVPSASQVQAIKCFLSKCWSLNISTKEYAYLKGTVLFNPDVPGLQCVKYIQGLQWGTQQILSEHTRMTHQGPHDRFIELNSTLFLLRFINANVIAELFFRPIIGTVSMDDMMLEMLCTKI
MBD2 DNA inh: blocks human MBD2 binding to methylated DNA. hit rate 0.31% among 370,000. TR-FRET, MBD2 binding to methylated oligonucleotide. inhibition, % at 4.4 µM. Q9UBB5; in the data active = inhibition above about 13%
hgDAF12 agonist: agonists of H. glycines DAF-12 nuclear receptor. HEK293 GAL4-hgDAF12 UAS-luciferase reporter, agonist luminescence; normalized to butyrate control. activation, % at 6.8 µM. hit rate 1.8% among 370,000. AID 687014;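 active = activation above a cutoff set at the mean of all screened compounds plus 3 SD, cut at about 10% in these data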;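 note: 0% = DMSO wells and 100% = sodium butyrate wells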
hcDAF-12 act: H. contortus DAF-12 activation, primary screen; HEK293 hcDAF-12 lit1-tk-luc reporter, luminescence; 0% DMSO, 100% Δ7-dafachronic acid; activation, % at 6.8 µM; hit rate 1.4% among 370,000;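 active = activation above the mean of all tested compounds plus 3 SD, cut at about 5.5% in these data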;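 note: 100% = response to 3 µM Δ7-dafachronic acid high control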
PLC-beta3 inh: PLC-beta3 (human) inhibition, primary screen; inhibition, % at 12.2 µM; Q01970; hit rate 0.18% among 370,000; AID 720704; Purified PLC-beta3, fluorogenic substrate, fluorescence; in the data active = inhibition above about 11%;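 note: 0% = median of compound wells on plate and 100% = full blocker control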
ADAM17 inh: inhibits human ADAM17. hit rate 0.83% among 370,000. inhibition, % at 6.95 µM. P78536. AID 720648. recombinant ADAM17, EDANS/DABCYL FRET peptide cleavage;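 active = inhibition above the mean of compounds lying between control limits plus 3 SD, set per campaign, cut at about 8.5% in these data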;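 note: 0% = DMSO-only wells as the low control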
Target sequence (P78536 215-824 limits assumed): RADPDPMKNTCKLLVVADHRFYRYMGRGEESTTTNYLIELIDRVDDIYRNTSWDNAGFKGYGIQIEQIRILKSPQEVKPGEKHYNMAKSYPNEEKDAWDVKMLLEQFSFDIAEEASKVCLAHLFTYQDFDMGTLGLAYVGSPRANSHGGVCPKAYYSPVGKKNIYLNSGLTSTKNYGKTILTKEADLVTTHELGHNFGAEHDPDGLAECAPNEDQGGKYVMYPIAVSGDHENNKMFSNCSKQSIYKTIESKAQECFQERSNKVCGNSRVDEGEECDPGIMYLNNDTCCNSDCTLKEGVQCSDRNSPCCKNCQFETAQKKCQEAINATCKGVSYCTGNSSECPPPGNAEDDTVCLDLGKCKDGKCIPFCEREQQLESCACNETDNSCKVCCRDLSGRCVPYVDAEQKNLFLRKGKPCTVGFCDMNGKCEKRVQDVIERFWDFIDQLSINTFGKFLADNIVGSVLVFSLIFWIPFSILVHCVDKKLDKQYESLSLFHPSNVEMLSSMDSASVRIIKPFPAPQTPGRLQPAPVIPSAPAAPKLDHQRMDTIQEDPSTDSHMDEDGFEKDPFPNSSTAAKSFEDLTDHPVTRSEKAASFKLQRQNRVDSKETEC
SMARCA2 activ: activators of SMARCA2 function; activation, % at 9.1 µM; AID 652017; hit rate 1% among 370,000; MG213 cells, MMTV-luciferase reporter, dexamethasone, overnight; in the data active = activation above about 7.8%;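 note: 0% = vehicle wells and 100% = reference activator wells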
DAX1 inh-2: DAX1 (NR0B1) inhibition, primary screen | HEK293T StAR-luciferase reporter, SF-1/DAX-1 repression relief | AID 652010 | inhibition, % at 6.8 µM | hit rate 1.1% among 370,000;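 active = inhibition above the mean over all tested compounds plus 3 SD, cut at about 3.6% in these data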;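 note: 0% = DAX-1 cells with DMSO and 100% = cells lacking DAX-1 with DMSO; higher inhibition means more luminescence from relief of DAX-1 repression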
PLC-gamma1 inh: blocks human PLC-gamma1 enzyme activity; P19174; purified PLC-gamma1, fluorogenic substrate, fluorescence; inhibition, % at 12.2 µM; hit rate 0.84% among 370,000; in the data active = inhibition above about 9.5%
ssDAF12 agonist: activators of S. stercoralis DAF-12 nuclear receptor. activation, % at 6.8 µM. HEK293 ssDAF-12/GRIP1 lit1-tk-luc reporter, luminescence; % of 3 µM dafachronic acid response. AID 652126. hit rate 1% among 370,000;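 active = activation above the mean over all tested compounds plus 3 SD, cut at about 0.9% in these data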;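 note: 0% = DMSO-only wells and 100% = 3 µM delta7-dafachronic acid wells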
Active calls of the source: *; . = no result given.

item | SMILES | NR1D1 modulator | DAX1 inh-1 | MBD2 DNA inh | hgDAF12 agonist | hcDAF-12 act | PLC-beta3 inh | ADAM17 inh | SMARCA2 activ | DAX1 inh-2 | PLC-gamma1 inh | ssDAF12 agonist
1 | Cc1onc(-c2ccccc2)c1C(=O)Nc1ccc(NC(=O)c2c(-c3ccccc3)noc2C)cc1 | 2 | 5.1* | 6 | 1.3 | 1.6 | -6 | -3 | -1 | 0.1 | 1 | -1.1
2 | COc1ccc(-c2oc3ccccc3c2C(=O)OCc2ccc(O)cc2)cc1 | -1 | -1.1 | 6 | 7.0 | 1.9 | -360 | -122 | 7 | 0.4 | -272 | -0.6
3 | Cc1ccccc1CSc1nncn1N | -8 | 0.4 | 10 | 2.8 | 0.2 | 5 | 0 | 3 | -1.0 | 5 | -0.3
4 | CCOC(=O)c1sc(=NC(=O)c2cccc(Br)c2)n(C)c1C | 17 | 1.3 | 0 | 5.2 | 1.4 | -6 | -2 | 0 | 0.0 | -1 | -0.6
5 | CCC(C)Sc1nnc(NS(=O)(=O)Cc2ccccc2)s1 (stereo not drawn) | -3 | 0.9 | 0 | -1.8 | 0.7 | -9 | -3 | -1 | 0.1 | -4 | -1.5
6 | Cn1nnnc1SCc1ccc([N+](=O)[O-])cc1 | -1 | -0.9 | -4 | 0.8 | -1.9 | 4 | -1 | 1 | -0.1 | 3 | -1.4
7 | COCCn1c(SC(C)C(=O)NC2CC2)nnc1-c1cccc(C)c1 (stereo not drawn) | 6 | 2.0 | 0 | 1.0 | -0.8 | 0 | 4 | -1 | 1.7 | 9 | -0.4
8 | COc1ccc(C(C)(C)C)cc1NC(=O)c1ccc2ncsc2c1 | -1 | -1.6 | -5 | 1.5 | -1.0 | -12 | 5 | -2 | 0.1 | -3 | -1.4
9 | Cc1ccc(S(=O)(=O)N(CC(=O)N/N=C/c2ccc(F)cc2)c2cccc3cccnc23)cc1 | -6 | -0.5 | 7 | -1.9 | -0.7 | 5 | -3 | 2 | 1.4 | 2 | -0.8
10 | Cc1sc2ncnc(N3CCC(C(=O)N(CC(C)C)c4nc5ccccc5s4)CC3)c2c1C | 2 | 0.3 | -4 | 5.1 | 0.0 | -5 | -2 | 0 | -0.3 | 0 | -1.1
11 | Cc1ccc(NS(=O)(=O)c2ccc(C(=O)NCc3ccccn3)cc2)cc1 | -1 | 0.2 | -3 | -1.8 | -3.3 | -4 | 0 | 0 | -0.9 | 0 | -1.4
12 | CCN(C[C@H]1N[C@@](Cc2ccccc2)(C(=O)OC)[C@H]2C(=O)N(C)C(=O)[C@@H]12)C(=O)Nc1ccc(Cl)cc1 | 1 | -0.3 | 4 | 0.8 | -0.4 | -3 | -6 | -3 | -0.3 | -1 | -0.6
13 | Cc1ccc(S(=O)(=O)NC(=NCc2ccccc2)c2ccc(F)cc2)cc1 | 11 | 0.4 | 2 | 0.3 | -2.5 | -4 | -1 | 3 | 0.2 | 0 | -0.6
14 | O=C(O)C(c1cccs1)C1(O)CCCCC1 (stereo not drawn) | 0 | 1.4 | -3 | -0.9 | 0.1 | 1 | -3 | -2 | -0.9 | 2 | -1.5
15 | O=C(COc1ccccc1Cl)NNC(=O)c1ccc2c(=O)n3c(nc2c1)CCC3 | -5 | 0.3 | 2 | -1.8 | 0.3 | -3 | -1 | 0 | 0.4 | 0 | -1.3
16 | CCC(C)[C@H](N)c1nnc(SCC(=O)Nc2cccc(Cl)c2)o1 (stereo partly drawn) | 2 | 0.0 | -6 | 2.0 | -0.1 | 4 | -2 | 2 | -0.3 | 4 | -0.8
17 | CCCC[C@H]1COCCS(=O)(=O)N1Cc1ccccc1F | -3 | -0.2 | -2 | -0.7 | 0.0 | 1 | -2 | -1 | -0.3 | -1 | -1.5
18 | Cc1ccc(/C=C2\SC(=S)N(CCCC(=O)NC3CCCC3)C2=O)cc1 | 0 | -2.6 | -2 | -15 | -9.0 | -1 | -7 | -8 | -8.4 | 0 | -2.8
19 | CCNc1nc2c(cnn2C)c(=O)[nH]1 | 6 | -0.9 | 4 | 3.1 | -1.1 | -8 | -3 | -3 | 0.3 | 4 | -1.2
20 | COc1ccc2[nH]c3c(=O)n(CCCCC(=O)NCCN4CCCC4)c(=S)[nH]c3c2c1 | -15 | -0.5 | -4 | 2.2 | -1.8 | -49 | -39 | 1 | -0.4 | -36 | -1.3
21 | COc1cccc(NC(=O)C(OC(=O)c2cnc(C)cn2)c2ccccc2)c1 (stereo not drawn) | -6 | -0.6 | 3 | -0.7 | -0.7 | -3 | -2 | 2 | 3.0 | -4 | -0.2
22 | CCS(=O)(=O)N1CCN(S(=O)(=O)c2ccc3ccccc3c2)CC1 | -4 | 0.0 | 1 | -2.6 | -1.7 | -10 | -2 | -2 | 0.7 | 1 | -1.4
23 | CCOc1ccc2nc(NC(=O)CCn3cccc3)sc2c1 | -1 | -0.1 | -2 | 5.0 | 1.2 | -2 | -1 | 0 | 0.0 | -2 | -1.2
24 | COc1ccccc1OCCCn1c(=O)oc2ccccc21 | 2 | 1.9 | 0 | 2.6 | -1.5 | 2 | -1 | 3 | 0.8 | -1 | -1.0
25 | COc1ccc(CCNC(=O)c2cc3c(=O)n4ccccc4nc3n(C3CCCCC3)c2=N)cc1OC | 3 | 0.5 | 0 | -2.0 | -2.1 | -32 | -17 | 12* | -3.8 | -15 | -1.8
26 | Cn1c(=O)oc2cc(S(=O)(=O)Nc3ccc4c(c3)OCCO4)ccc21 | 2 | 1.1 | 4 | -5.0 | -2.7 | -1 | -3 | -5 | -1.2 | 0 | -1.9
27 | CCOC(=O)c1cccc(NC(=O)CN(C)S(=O)(=O)c2ccco2)c1 | -1 | . | -2 | -1.3 | -0.9 | -2 | -2 | -5 | 1.0 | 1 | -1.0
28 | O=C(Nc1ccccc1C(=O)O)c1ccc(Br)c(S(=O)(=O)NCc2ccccc2)c1 | 6 | 0.5 | -6 | -0.3 | -1.3 | -6 | 3 | 0 | -0.1 | -6 | -1.1
29 | COc1ccccc1N1CCN(C(=O)c2c(-c3c(Cl)cccc3Cl)noc2C)CC1 | -3 | -0.7 | 2 | -0.7 | -2.5 | 0 | 0 | 0 | -0.8 | 2 | -1.6
30 | O=C(O)Cc1ccc(NC(=O)c2ccc3c(c2)C(=O)N(Cc2ccccc2)C3=O)cc1 | -3 | 1.2 | -2 | 2.4 | -0.6 | 5 | -1 | 3 | 0.1 | 1 | 0.0
31 | CCOc1ccccc1NC(=S)N1CCN(c2cccc(C)c2C)CC1 | 6 | -0.6 | -6 | -3.2 | -1.6 | -10 | -3 | -5 | -0.8 | 1 | -1.1
32 | CN(C)Cc1c(O)ccc2c(=O)c(-c3ccccc3Cl)c(C(F)(F)F)oc12 | -5 | 0.1 | -2 | 1.8 | -0.3 | -244 | -9 | -1 | -0.1 | -204 | -0.6
33 | Fc1ccc(C(c2nnnn2C2CCCCC2)N2CCCC2)cc1 (stereo not drawn) | -4 | 0.0 | 4 | 4.4 | -2.3 | 2 | -3 | -1 | -0.5 | 2 | -1.4
34 | COc1ccc(S(=O)(=O)NNC(=O)Cc2csc(C)n2)cc1[N+](=O)[O-] | -4 | 1.1 | -2 | 2.0 | -0.9 | 2 | -1 | -2 | -0.1 | 2 | -1.2
35 | COc1cc(OC)cc(C(=O)Nc2ccccc2-c2nnn(CC(=O)Nc3cc(C)on3)n2)c1 | 5 | 0.8 | -4 | -1.4 | 1.3 | -6 | -2 | 0 | 0.0 | 1 | -1.4
36 | Cc1ccccc1-c1nnn(CC(=O)N(C)CC(=O)Nc2ccccc2C(F)(F)F)n1 | 2 | 1.1 | 2 | -0.2 | -1.6 | -8 | -7 | -2 | 1.9 | 0 | -1.2
37 | COc1cccc(S(=O)(=O)NC2CCN(C#N)C2)c1 (stereo not drawn) | -4 | -1.0 | -2 | 0.4 | -1.8 | 0 | -4 | 0 | 0.8 | 1 | -0.6
38 | COC(=O)c1cc(NS(=O)(=O)c2ccc(N3CCCCCC3)c([N+](=O)[O-])c2)cc(C(=O)OC)c1 | 5 | 0.3 | 2 | -2.3 | -1.1 | 0 | 4 | 0 | 0.0 | -2 | -1.6
39 | COc1cc(OC)cc(C(=O)NCC(=O)NC(C)CCc2ccccc2)c1 (stereo not drawn) | 4 | 0.1 | 6 | -0.8 | -2.1 | -3 | -2 | 1 | -0.1 | 3 | -1.3
40 | CCCc1nc(NC2CCCCC2)c(C#N)c2c1COC(C)(C)C2 | 4 | -0.6 | -6 | 0.1 | 0.2 | 0 | -1 | 1 | -0.7 | 0 | -1.2
41 | CCC[C@H]1CN(c2ccccc2)C(=O)[C@@H]1CC(=O)Nc1ccc(Br)cc1 | -6 | 7.8* | -9 | 4.2 | 1.0 | 3 | 0 | 0 | 1.1 | -2 | -0.3
42 | COc1ccc(/C=N/NC(=O)c2nc(Cl)c(Cl)c(N)c2Cl)cc1COc1ccc(F)cc1F | 3 | 0.0 | -6 | 1.8 | 5.2 | -5 | -6 | 2 | -0.6 | -7 | 0.8
43 | COc1ccccc1CCC(=O)Nc1ccc2c(c1)c(=O)n(C)n2-c1cccs1 | -5 | . | 3 | 2.0 | -2.0 | -11 | -2 | 1 | -5.0 | -5 | -1.3
44 | O=C(Nc1cc(-c2nc3ncccc3o2)ccc1Cl)c1ccco1 | -5 | -0.2 | 7 | 2.4 | 0.5 | -27 | -8 | -1 | -1.4 | -12 | -1.4
45 | CSc1ccc(/C=N/n2c(C)nnc2C)cc1 | 3 | 2.2 | 6 | -1.0 | -2.4 | -6 | -6 | -5 | -0.5 | 5 | -1.6
46 | CC(=O)c1cc(-c2cnn(Cc3ccccc3)c2)c(=O)n2c1CCC2 | -3 | . | 2 | 2.2 | 0.7 | -21 | 3 | 3 | 0.3 | -12 | -1.4
47 | CCN(CC)CCNC(=O)C1c2ccccc2C(=O)N(CCOC)C1c1ccc(F)cc1 (stereo not drawn) | 1 | -0.9 | -1 | 1.7 | -0.5 | 0 | -4 | -1 | -0.6 | -3 | -1.0
48 | O=C(CNc1ccccc1Cl)N/N=C1\CCCc2ccccc21 | 2 | 0.7 | 23* | 1.9 | 0.0 | -4 | -9 | -4 | 0.0 | 0 | -1.6
